Compound activity (PubChem)
PI4K2A block: blocks human PI4K2A kinase activity | Q9BTU6 | purified PI4K2A, ADP-Glo luminescence, 1 h; hits give low values | activity change, negative = inhibition, % at 76.9 µM | 0.13% of 420,000 active | AID 1346378; in the data active means activity change below about -50%; inconclusive means mostly about -30% to -49%;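 further: -100% = wells without enzyme as full effect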
Target sequence (Q9BTU6 whole entry, looked up): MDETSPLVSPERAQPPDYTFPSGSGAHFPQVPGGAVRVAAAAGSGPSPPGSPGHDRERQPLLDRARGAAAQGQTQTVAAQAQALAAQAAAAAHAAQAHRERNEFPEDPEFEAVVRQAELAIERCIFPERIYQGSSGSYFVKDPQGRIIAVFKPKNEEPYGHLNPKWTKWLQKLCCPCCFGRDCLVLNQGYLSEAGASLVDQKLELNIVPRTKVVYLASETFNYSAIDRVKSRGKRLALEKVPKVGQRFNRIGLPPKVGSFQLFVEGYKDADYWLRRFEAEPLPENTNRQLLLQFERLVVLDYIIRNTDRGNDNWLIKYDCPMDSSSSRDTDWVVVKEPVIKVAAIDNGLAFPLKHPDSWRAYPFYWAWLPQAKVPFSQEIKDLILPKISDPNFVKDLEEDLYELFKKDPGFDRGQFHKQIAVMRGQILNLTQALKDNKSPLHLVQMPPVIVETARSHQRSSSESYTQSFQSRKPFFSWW
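PI4K2A activity was measured by ADP-Glo luminescence: enzyme (4 ug/mL stock) and phosphatidylinositol (1.2 mM stock) in Tris pH 7.5/MgCl2/EGTA/Triton X-100 buffer were reacted with ATP (300 microM stock) for one hour at ambient temperature.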
mIDH1 inhibitor: inhibitors of human mutant IDH1 R132H; Potency, µM (top dose mostly 76.6 µM), inactives show at the top dose activity change, negative = inhibition, most hits filed as inhibitors; IDH1-R132H enzyme, NADPH consumption, diaphorase/resazurin fluorescence; AID 602179; 0.093% of 390,000 active; further: potency means the concentration at half of the fitted maximal effect; on the % scale 0 is the no-effect control and ±100 the full control effect; nearly all actives have a fitted effect of over 65% in size
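IDH1-R132H (0.5 ug/mL dispensed) in pH 7.5 Tris buffer was preincubated 30 min with compound, then given a substrate mix of 0.016 mM NADPH and 2 mM alpha-KG for 80 min at room temperature; remaining NADPH was read by diaphorase/resazurin fluorescence.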
GLS inhibitor: inhibitors of human glutaminase (GLS); 0.21% of 410,000 active; AID 624170; Potency, µM (doses to about 45.5 µM), for inactives: at the top dose activity change, negative = inhibition, hits mostly inhibitors; GLS enzymatic activity, qHTS titration; O94925; further: potency means the concentration at half of the fitted maximal effect; on the % scale 0 is the no-effect control and ±100 the full control effect
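Enzyme dispensed in phosphate buffer (45 mM, pH 8.2, 0.02% Tween-20), compounds pinned in, then 1 mM L-glutamine solution and the glutamate oxidase–HRP–Amplex Red mix added; fluorescence read immediately and again after 30 min at room temperature.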
USP1 inh: USP1/UAF1 (human) deubiquitinase inhibition. O94782. recombinant USP1/UAF1, Ub-Rhodamine cleavage fluorescence. Potency, µM (titrated, usually from 57.1 µM), for inactives: at the top dose activity change, negative = inhibition, actives largely listed as inhibitors. 0.23% of 390,000 active. AID 743255; further: potency means the concentration at half of the fitted maximal effect; on the % scale 0 is the no-effect control and ±100 the full control effect; nearly all actives have a fitted effect of over 60% in size; inactives centre near -12
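USP1/UAF1 complex at 1 nM was preincubated with compound for 15 min at room temperature, then Ub-Rho substrate (150nM final) was added. Fluorescence (480/540 nm) was read kinetically, 6 reads every 60 seconds.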
Pin1 inhibitor: human Pin1 inhibition | Q13526 | Pin1 FP peptide displacement, HiFluor488, 10 min | Potency, µM (top dose mostly 115 µM), for inactives: at the highest dose activity, negative = inhibition, most hits filed as inhibitors | 0.009% of 390,000 active; active means well fitted inhibition curve with a large enough effect in the polarisation, with a control signal flat, not every such curve was filed as active; inconclusive means small, poorly fitted or top-dose-only effect, or effect the other way, or a change in a side signal; inactive means no such curve, though single readings can be large or run the other way; the % refers to the polarisation; further: potency means the concentration at half of the fitted maximal effect; on the % scale 0 is the no-effect control and ±100 the full control effect
Target sequence (Q13526 whole entry, looked up): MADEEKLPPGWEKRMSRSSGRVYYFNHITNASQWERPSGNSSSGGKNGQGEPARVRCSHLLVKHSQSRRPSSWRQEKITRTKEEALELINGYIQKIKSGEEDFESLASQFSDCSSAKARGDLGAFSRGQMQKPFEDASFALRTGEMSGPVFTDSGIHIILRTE
Tb PGK inh: inhibitors of T. brucei phosphoglycerate kinase; Potency, µM (doses to about 57.5 µM), without a hit: at the top dose activity change, negative = inhibition, actives largely listed as inhibitors; P07378; PGK/GAPDH coupled, Kinase-Glo luminescence, 60 min; 0.043% of 380,000 active; further: potency means the concentration at half of the fitted maximal effect; on the % scale 0 is the no-effect control and ±100 the full control effect; nearly all actives have a fitted effect of over 60% in size
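Luminescent ATP detection (Kinase-Glo Plus) follows a 60-minute room-temperature incubation, with wells lacking PGK as controls. Buffer: 100 mM TEA (pH 7.6), 5 mM MgCl2, 0.01% Tween-20. Coupling enzyme GAPDH (100 nM final) supplies unstable 1,3-BPG in-well.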
HP1b binding inh: HP1-beta chromodomain-methylated histone interaction inhibition | 0.56% of 390,000 active | Potency, µM (titrated, usually from 114 µM), for the others: top-dose activity change, negative = inhibition, actives largely listed as inhibitors | AlphaScreen HP1-beta / biotin-H3K9me3 peptide binding; further: potency means the concentration at half of the fitted maximal effect; nearly all actives have a fitted effect of over 70% in size; inactives centre near 23
Target sequence (P83916 whole entry, looked up): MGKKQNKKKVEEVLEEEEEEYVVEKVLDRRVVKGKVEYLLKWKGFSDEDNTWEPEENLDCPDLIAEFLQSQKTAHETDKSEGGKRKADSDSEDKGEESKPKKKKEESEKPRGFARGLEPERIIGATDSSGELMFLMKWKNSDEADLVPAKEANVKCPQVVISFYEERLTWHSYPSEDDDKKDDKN
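AlphaScreen: HP1-beta (50 nM) preformed 30 min with biotin-H3(1-18)K9me3 peptide (50 nM) in PBS pH 7.4, 0.01% Tween-20. Compound added for 30 min at RT, then streptavidin donor/nickel chelate acceptor beads (10 ug/mL) for 30 min.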
TrxR1 substrate: is turned over as a substrate by rat TrxR1 | purified TrxR1 substrate turnover, NADPH consumption readout | Potency, µM (top dose mostly 114 µM), inactives show at the top dose activity change, negative = substrate turnover | 0.01% of 390,000 active | AID 588456; further: potency means the concentration at half of the fitted maximal effect; on the % scale 0 is the no-effect control and ±100 the full control effect; nearly all actives have a fitted effect of over 50% in size
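Rat TrxR1, dispensed at 90 nM, was prereduced with 400 uM NADPH (final) for 5 min at ~22 deg C, then incubated with compound 15 min before 400 uM selenite. A first-read NADPH fluorescence drop versus no-compound background flagged substrates.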
rTrxR1 inhibitor: inhibitors of rat thioredoxin reductase 1 | Potency, µM (series often up to 114 µM), without a hit: at the top dose activity change, negative = inhibition, usual class: inhibitors | 1% of 390,000 active | AID 588453 | O89049 | recombinant rTrxR1, NADPH fluorescence consumption, selenite substrate; further: potency means the concentration at half of the fitted maximal effect; on the % scale 0 is the no-effect control and ±100 the full control effect; nearly all actives have a fitted effect of over 65% in size
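Rat TrxR1 (90 nM in the dispensed reagent) was pre-reduced with 400 uM NADPH for 5 min at room temperature, then incubated with compound for 15 min. After 400 uM selenite was added, NADPH fluorescence (Ex 340/Em 450 nm) was followed for 8 min.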
* marks the source's active call; other numbers are inactive results; i = inactive; ? = inconclusive; . = no result given; & = joins results of further samples; [ ] = remark or other dose. Unless noted, the call rests on the fitted dose curve; in most records, active means well fitted curve in the direction sought with a large enough effect; inconclusive means small, poorly fitted or top-dose-only effect, or another doubt; inactive means no such curve, though single readings can be large; an effect the other way counts as inactive or inconclusive. Not all compounds are listed; the hit share may differ from the screen's.

SMILES	PI4K2A block	mIDH1 inhibitor	GLS inhibitor	USP1 inh	Pin1 inhibitor	Tb PGK inh	HP1b binding inh	TrxR1 substrate	rTrxR1 inhibitor
O=C(O)CC1COc2ccccc2N1S(=O)(=O)c1ccc(Br)cc1 (configuration not stated)	8	0%	-9%	-18%	4%	-7%	25%	5%[57.1 µM]	8%[57.1 µM]
CCN(CC)CCNC1=CC(=O)OC12CCCCC2	-1	4%	11%	1%	-4%	-6%	2%	12%[57.1 µM]	25%[57.1 µM]
O=C(CSC1=Nc2ccccc2C2=NC(CC(=O)N3CCN(c4ccccc4)CC3)C(=O)N12)NCC1CCCO1 (configuration not stated)	11	-15%	-5%	-4%	-3%	0%	19%	9%	-9%
CCOc1ccc(NC(=O)CN(C)C(=O)c2ccncc2)cc1OCC	4	-7%	-3%	-10%	-11%	-6%	46%[activator]	-2%	13%
CCOc1ccc(OCC)c(NC(=O)C2CCN(S(=O)(=O)c3cccnc3)CC2)c1	1	4%	3%	-9%	-3%	.	32%	7%[57.1 µM]	14%[57.1 µM]
CN(C)C(CNC(=O)/C=C/c1cccc(Cl)c1)c1ccccc1 (configuration not stated)	1	6%	-9%	-15%	0%	i	18%	-2%[57.1 µM]	14%[57.1 µM]
CC(=O)N1c2ccc(S(=O)(=O)NCc3ccccc3Cl)cc2CC1C (configuration not stated)	4&0	7%&2%	-10%&3%	-17%&-15%	-7%&-3%	-2%&-8%	38%&61%	4%&0%	17%&-1%
Cc1ccc(Cn2c(C(C)Nc3nc(-c4ccc(Cl)cc4)cs3)nc3cc(C(=O)NCCCO)ccc32)cc1 (configuration not stated)	1	-14%	11%	-28%	15%	3%	6%	-1%[57.1 µM]	-12%[57.1 µM]
Cc1cc(Br)cc2c1N(Cc1ccccc1OC(C)C)C(=O)C2=O	29	.	?	-29%	-2%	.	?	-1%	22%
O=C1NC(Cc2ccccc2)C(=O)N1CC(=O)N1CCCc2ccccc21 (configuration not stated)	7	7%	2%	-14%	1%	-9%	33%	14%	22%
CC(=O)Nc1ccc(S(=O)(=O)N2c3ccc(F)cc3CCC2C)cc1 (configuration not stated)	-6	-1%	1%	-29%	0%	i	40%[activator]	2%	12%
Nc1nc(Br)c2c(F)cccc2c1-c1ccccc1	-1	2%	5%	-10%	-15%	-2%	61%[activator]	-9%	-15%
Cc1ccc(N2CC(C(=O)Nc3nnc(SCC(=O)N4CCOCC4)s3)CC2=O)cc1 (configuration not stated)	-3	5%	4%	-13%	-5%	2%	35%	-2%	3%
Cc1cccc(OCCCC(=O)Nc2nccs2)c1	5	8%	-2%	-12%	-3%	-4%	39%	-9%	-13%
COc1ccc(CCN2CC(C(=O)NC3CCOCC3)CCC2=O)cc1 (configuration not stated)	-1	2%	2%	-23%	2%	1%	40%[activator]	10%	20%
COc1cc(CN2CC(=O)N(c3ccc(C)cc3)C2=S)cc(OC)c1OC	3	-1%	5%	-13%	4%	-7%	-11%	3%	18%
O=C(Nc1ccccc1[N+](=O)[O-])c1cncc(Br)c1	-5	7%	11%	-12%	1%	i	-11%	-1%	21%
O=C(Cn1cnc2ccccc2c1=O)NCc1ccco1	-10	-1%	-2%	-13%	0%	12%	24%	7%[57.1 µM]	-9%[57.1 µM]
CCOC(=O)C(=O)N1CCC(C(=O)OC)CC1	5	-1%	-1%	-15%	5%	-7%	9%	5%	15%
COc1ccc(S(=O)(=O)N2CCN(C)CC2)cc1C	6	9%	-7%	-15%	-4%	-5%	49%[activator]	6%[57.1 µM]	6%[57.1 µM]
COC(=O)c1nnn(-c2cccc(C)c2)c1C(=O)OC	3	15%	2%	1%	-5%	i	33%	-3%	1%
CCc1ccc2oc(=O)cc(CN3CCOCC3)c2c1	-5	3%	4%	2%	5%	-2%	31%	6%[57.1 µM]	5%[57.1 µM]
CCN(CC)CC(=O)Nc1cc(N(C)C)nc2ccccc12	4	9%	-10%	-8%	-6%	1%	?	13%[57.1 µM]	8%[57.1 µM]
COc1ccccc1NS(=O)(=O)/C=C/c1ccccc1	1	4%	4%	-16%	-6%	-2%	59%[activator]	-6%	-3%
O=c1[nH]c(CSc2nnc(-c3cccnc3)n2C2CCCCC2)nc2ccccc12	0	1%	1%	-12%	-1%	-11%	36%	-11%	-14%
SMILES	PI4K2A block	mIDH1 inhibitor	GLS inhibitor	USP1 inh	Pin1 inhibitor	Tb PGK inh	HP1b binding inh	TrxR1 substrate	rTrxR1 inhibitor
C[C@H](CO)N1C[C@H](C)[C@@H](CN(C)Cc2ccc(Oc3ccccc3)cc2)Oc2c(NC(=O)C3CC3)cccc2C1=O	-1	0%	-2%	-18%	17%	-12%	-3%	-7%[57.1 µM]	5%[57.1 µM]
COc1ccc(NC(=O)COC(=O)CCNS(=O)(=O)c2ccccc2)cc1OC	2	5%	4%	-10%	-3%	4%	30%	-8%	-13%
Cc1c(NC(=O)/C(C#N)=C/c2ccc(-c3cccc(Cl)c3)o2)c(=O)n(-c2ccccc2)n1C	2	5%	8%	-12%	2%	-5%	-18%	-23%	-22%
CC(=O)NCCc1nc2cc(NC(=O)c3ccccc3C)ccc2n1C	2	6%	1%	-19%	-4%	-1%	27%	2%	31%
Cc1c(C(=O)NCCN2CCOCC2)oc2ccc(Br)cc12	6	-1%	1%	-19%	-2%	-9%	?	5%	18%
CC(=O)Nc1c(C(=O)Nc2cccc(C)c2)nnn1-c1ccc(C)cc1	3	11%	31%[activator]	-26%	-5%	-7%	53%[activator]	-3%	?
COc1ccc(-c2cn3ccccc3n2)cc1[N+](=O)[O-]	-1	4%	-15%	11%	2%	-11%	0%	9%[57.1 µM]	12%[57.1 µM]
Cc1cc(=O)[nH]c(SCC(=O)Nc2ccc(Br)cc2)c1C#N	4	10%	3%	-20%	-1%	-5%	-13%	-5%	12%[57.1 µM]
NC(=NCCc1ccc(Cl)cc1)NS(=O)(=O)c1ccc(F)cc1	-3	-2%	5%	-22%	-7%	-1%	23%	-2%	-5%
N#CCCN(C(=O)COC(=O)C1CCN(S(=O)(=O)c2cccs2)CC1)c1ccccc1	0	0%	-4%	-23%	-1%	i	53%[activator]	-2%	3%
O=C(N/N=C/c1ccc(O)cc1)c1csc2ccccc12	6	7%	19%	-3%	6%	-1%	17%	-14%	-5%[57.1 µM]
Cc1ccc(-n2[nH]c(C)c(C=Nc3ccc(S(=O)(=O)Nc4nc(C)cc(C)n4)cc3)c2=O)c(C)c1	4	3%	2%	-6%	5%	-10%	2%	2%	13%
CSc1ccc(CNC(=O)Cc2csc3ccccc23)cc1	2	.	-2%	12%	25%	.	24%	-1%	-10%
COc1ccc2[nH]c3c(=O)n(CCCCC(=O)N4CCCC4)c(=S)[nH]c3c2c1	0	3%	-27%	-17%	5%	?	24%	11%[57.1 µM]	5%[57.1 µM]
Cc1cc(N/N=C/c2ccncc2)c([N+](=O)[O-])cc1[N+](=O)[O-]	2	-7%	-8%	-9%	0%	-6%	9%	-7%	2%
CCc1cc(C(=O)Nc2cc(S(=O)(=O)N(C)C)ccc2C)sc1C	-13	4%	2%	-2%	?	3%	35%[activator]	-2%	22%
CCOc1ccc(C(=O)Nc2ccc3nc(Nc4cccc(C(F)(F)F)c4)cc(C)c3c2)cc1OCC	-1	2%	-5%	-28%	14%	-6%	30%	16%	30%
COc1ccc(Nc2ncnc3ccccc23)c(OC)c1	-10	-3%	26%	-1%	4%	0%	30%	-11%	0%
N#CCCn1cc(C(=O)N2CCCCC2)c(-c2ccc([N+](=O)[O-])cc2)n1	1	4%	-1%	1%	-1%	-2%	14%	-11%	11%[57.1 µM]
CCCc1nc2c(=O)n(C)c(=O)nc-2n(C)n1	-61*	24%	3%	0.1µM*	?	?	8%	?	-101%
O=C(NCc1ccc2c(c1)OCO2)c1ccc2c(c1)N(Cc1cccc(Cl)c1)C(=O)c1ccccc1S2	-1	-10%	-4%	-19%	4%	-2%	15%	7%	20%
Cc1ccc(CCN2CC(C(=O)NCc3ccc4c(c3)OCO4)CC2=O)cc1 (configuration not stated)	-3	1%	-4%	-11%	7%	-7%	9%	0%	15%
CCC1=C(c2ccc(C)cc2)S(=O)(=O)N=C1N1CCC(C(=O)NCc2ccccc2Cl)CC1	3	36%[activator]	-5%	-9%	12%	-14%	2%	-7%	7%
Cc1ccccc1CNC(=O)c1ccc2nc(C(C)C)oc2c1	-2	-9%	-4%	-18%	-8%	0%	33%[57 µM]	1%[57.1 µM]	14%[57.1 µM]

Compound profiles, as listed above. Order of values: PI4K2A block	mIDH1 inhibitor	GLS inhibitor	USP1 inh	Pin1 inhibitor	Tb PGK inh	HP1b binding inh	TrxR1 substrate	rTrxR1 inhibitor
Cc1c(NC(=O)/C(C#N)=C/c2ccc(-c3cccc(Cl)c3)o2)c(=O)n(-c2ccccc2)n1C in the list: 2	5%	8%	-12%	2%	-5%	-18%	-23%	-22%
CCN(CC)CCNC1=CC(=O)OC12CCCCC2 in the list: -1	4%	11%	1%	-4%	-6%	2%	12%[57.1 µM]	25%[57.1 µM]
CC(=O)Nc1ccc(S(=O)(=O)N2c3ccc(F)cc3CCC2C)cc1 (configuration not stated) in the list: -6	-1%	1%	-29%	0%	i	40%[activator]	2%	12%
